EPAC1 ag – EPAC1 (human) agonism. Potency, µM (titrated, usually from 154 µM), inactives show at the top dose activation, usual class: activators. O95398. 0.073% of 360,000 active. EPAC1 agonist qHTS, biochemical assay; response scale: 100% = response to 6.5 mM cAMP; further: potency means the concentration at half of the fitted maximal effect; nearly all actives have a fitted effect of over 60% in size
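Read-out is the fluorescence drop as BODIPY-GDP leaves Rap1B (480 nm excitation, 540 nm emission), recorded every 5 minutes over 30 minutes. Reactions held 100 nM EPAC1, 250 nM Rap1B–BODIPY-GDP and 50 uM GDP, with 6.5 mM cAMP setting full activation.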
EPAC1 antagonist – blocks human EPAC1 exchange factor | O95398 | EPAC1 GEF assay, Rap1b-BODIPY-GDP exchange fluorescence | Potency, µM (doses to about 115 µM), for inactives: at the highest dose activity change, negative = inhibition, most hits filed as inhibitors | 0.14% of 360,000 active | AID 720709;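 further: potency means the concentration at half of the fitted maximal effect; plate controls were vehicle for no effect and positive control for full effect; nearly all actives have a fitted effect of over 50% in size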
PLK1 PBD inh – blocks phosphopeptide binding to human PLK1 polo-box domain; Plk1 PBD binding of FITC phosphopeptide, fluorescence polarization; P53350; Potency, µM, for the others: max response, negative = inhibition, hits mostly inhibitors; 2.8% of 360,000 active; further: potency means the concentration at half of the fitted maximal effect; series mostly up to about 57 µM; on the % scale 0 is the no-effect control and ±100 the full control effect; nearly all actives have a fitted effect of over 65% in size
Target sequence (P53350 whole entry, looked up, the tested form may be a part): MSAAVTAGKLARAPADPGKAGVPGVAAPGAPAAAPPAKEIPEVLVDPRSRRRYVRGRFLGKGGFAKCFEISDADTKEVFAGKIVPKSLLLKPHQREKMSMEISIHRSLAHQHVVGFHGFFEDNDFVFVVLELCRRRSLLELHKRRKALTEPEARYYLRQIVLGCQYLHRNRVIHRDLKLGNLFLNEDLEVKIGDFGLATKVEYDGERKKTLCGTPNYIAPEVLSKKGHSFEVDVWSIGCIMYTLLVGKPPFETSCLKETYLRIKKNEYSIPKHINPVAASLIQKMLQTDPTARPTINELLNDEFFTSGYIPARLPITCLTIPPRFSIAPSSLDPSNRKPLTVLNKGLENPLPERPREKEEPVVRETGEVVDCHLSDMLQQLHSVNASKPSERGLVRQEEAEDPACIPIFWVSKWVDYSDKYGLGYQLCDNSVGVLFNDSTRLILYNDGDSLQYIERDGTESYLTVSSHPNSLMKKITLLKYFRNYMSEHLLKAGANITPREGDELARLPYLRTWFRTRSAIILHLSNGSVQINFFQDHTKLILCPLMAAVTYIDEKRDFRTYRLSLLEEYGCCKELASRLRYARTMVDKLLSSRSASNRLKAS
EPAC2 agonist – agonists of human EPAC2 (RAPGEF4) | EPAC2 activation, biochemical qHTS; response scale: 100% = 6.5 mM cAMP response | Potency, µM (titrated, usually from 154 µM), for the others: top-dose activation, hits mostly activators | 0.079% of 360,000 active | Q8WZA2; further: potency means the concentration at half of the fitted maximal effect; nearly all actives have a fitted effect of over 50% in size
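Compounds were titrated in qHTS against a Rap1B-BODIPY-GDP (250 nM) complex with EPAC2 (100 nM) and GDP (50 uM). BODIPY-GDP release tracked at 480/540 nm over 30 min at room temperature, normalized to 6.5 mM cAMP.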
WRN helicase inh – WRN helicase (human) inhibition. Q14191. WRN helicase unwinding, fluorescent forked duplex, kinetic. Potency, µM (top dose mostly 114 µM), for the others: top-dose activity change, negative = inhibition, most hits filed as inhibitors. 0.46% of 360,000 active. AID 651768; further: potency means the concentration at half of the fitted maximal effect; on the % scale 0 is the no-effect control and ±100 the full control effect; nearly all actives have a fitted effect of over 55% in size
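Primary qHTS, 1536-well format. 20 nM WRN + compound, 15 min RT; start with 100 nM forked fluorophore/quencher duplex, 2 mM ATP (final); kinetic read ex 525/em 598 nm.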
PI5P4K alpha inh – PI5P4K alpha (human) kinase inhibition | P48426 | PI5P4Kalpha enzyme, ADP-Glo luminescence, 60 min; active compounds read low | max response, % | 1.2% of 330,000 active; active means max response of -50% or lower; inconclusive means between -30% and -50%; inactive means -30% or higher; further: value at the top dose of about 77 µM; on the % scale 0 is the no-effect control and ±100 the full control effect
Target sequence (P48426 whole entry, looked up): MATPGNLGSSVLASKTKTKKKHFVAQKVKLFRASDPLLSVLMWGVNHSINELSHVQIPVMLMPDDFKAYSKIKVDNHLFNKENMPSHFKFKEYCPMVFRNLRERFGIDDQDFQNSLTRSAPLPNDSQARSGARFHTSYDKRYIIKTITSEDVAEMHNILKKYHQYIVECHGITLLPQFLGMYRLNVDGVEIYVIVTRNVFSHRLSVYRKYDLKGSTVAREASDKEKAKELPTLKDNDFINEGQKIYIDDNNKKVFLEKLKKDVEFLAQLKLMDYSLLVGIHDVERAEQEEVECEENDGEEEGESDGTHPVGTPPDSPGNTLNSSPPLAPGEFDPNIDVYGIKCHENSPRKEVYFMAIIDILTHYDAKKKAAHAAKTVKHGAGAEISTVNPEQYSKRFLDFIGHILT
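ADP-Glo luminescence end-point after a 60 min room-temperature kinase reaction. PI5P4Kalpha and substrate in HEPES pH 7.4 buffer with EGTA, 0.1% CHAPS and 5% DMSO; ATP at 5 microM final.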
CCT chaperon mod – changes cytosolic chaperonin activity; purified chaperonin ATPase assay, HTRF ADP detection, 30 min; activity change, % (test concentration not listed), hits read low; 0.3% of 360,000 active; AID 651819; in the data active means activity change below about -30%; further: on the % scale 0 is the no-effect control and ±100 the full control effect
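We incubate TRiC, 40 or 20 nM final, with library compounds at 76 uM and 10 uM ATP for 30 min at 37 °C. ADP formed is detected with Transcreener HTRF reagents after 30 min at room temperature.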
IL2 activator – IL-2 activation. activation, % (series mostly up to about 46 µM). IL-2 activation reporter assay, cell-based qHTS; stimulated with anti-CD3/CD4/CD28 beads; in transgenic mouse T cells. 0.065% of 360,000 active; in the data active means activation above about 50%; inconclusive means mostly about 30% to 49%; further: 0% is about no effect
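Quantitative HTS in unstimulated transgenic mouse T cells, with memory T cells as non-tolerant control and PMA/ionomycin as tolerance-bypass control. Compound pretreatment lasted 60 minutes before 18 h bead stimulation; EGFP/DsRed fluorescence read.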
* hit, by the source's call; ? = inconclusive; · = no result given; [ ] = remark or other dose. Unless noted, the call rests on the fitted dose curve; in most records, active means well fitted curve in the direction sought with a large enough effect; inconclusive means small, poorly fitted or top-dose-only effect, or another doubt; inactive means no such curve, though single readings can be large; an effect the other way counts as inactive or inconclusive. An excerpt; the hit share may differ from the screen's.

Structure	EPAC1 ag	EPAC1 antagonist	PLK1 PBD inh	EPAC2 agonist	WRN helicase inh	PI5P4K alpha inh	CCT chaperon mod	IL2 activator
O=C(Nc1ccccc1C(=O)NCc1cccnc1)c1ccccc1Cl	2%	12%	9%	4%	6%	-5	-2.2	0.8
CCOC(=O)C1CCN(C(=O)C2CCN(C(=O)c3ccc([N+](=O)[O-])cc3)CC2)CC1	2%	-6%	-8%	0%	-21%	5	0.3	-1.6
CC(C)CC(NC(=O)C1CCCN1C(=O)OC(C)(C)C)C(=O)NCC(N)=O (stereo not given)	-1%	-5%	4%	-4%	-10%	-2	0.0	-3.0
COc1cccc(C(=O)Nc2ccc(NC(=O)Cc3ccccc3)cc2)c1	0%	4%	-20%	7%	8%	-2	0.0	-4.5
CCOC(=O)c1nn(-c2ccc(OCC)cc2)c2nc(-c3cccc(OC)c3)c(C#N)c(=O)n12	-9%	-22%	-8%	-6%	-19%	2	1.7	-5.0
COc1ccccc1CNC(=O)/C(C#N)=C/c1ccc(OC)c(OC)c1OC	10%	-28%	-5%	16%	-3%	2	-0.2	-0.6
COc1cccc(C(CC(=O)O)NS(=O)(=O)c2ccc3c(c2)N(C(C)=O)CC(C)O3)c1 (stereo not given)	3%	3%	-14%	5%	-10%[57.1 µM]	0	-0.5	1.5
Cc1ccccc1C(=O)NC(CC(C)C)C(=O)OCC(=O)c1c(N)n(C)c(=O)n(C)c1=O (stereo not given)	-1%	2%	-9%	-2%	-8%	8	0.7	1.9
CCn1nc(C)c(CN2CCC(C(=O)Nc3cccc(-c4cccc(F)c4)c3)CC2)c1C	7%	?	-9%	5%	-3%	6	0.0	1.5
CC(C)Nc1nc(Nc2ccc(F)cc2)c2sccc2n1	-5%	-8%	-6%	13%	-3%	-1	0.2	-0.2

In another format: 2 of the compounds above
COc1cccc(C(=O)Nc2ccc(NC(=O)Cc3ccccc3)cc2)c1
  EPAC1 ag: 0%; EPAC1 antagonist: 4%; PLK1 PBD inh: -20%; EPAC2 agonist: 7%; WRN helicase inh: 8%; PI5P4K alpha inh: -2; CCT chaperon mod: 0.0; IL2 activator: -4.5

CCOC(=O)c1nn(-c2ccc(OCC)cc2)c2nc(-c3cccc(OC)c3)c(C#N)c(=O)n12
  EPAC1 ag: -9%; EPAC1 antagonist: -22%; PLK1 PBD inh: -8%; EPAC2 agonist: -6%; WRN helicase inh: -19%; PI5P4K alpha inh: 2; CCT chaperon mod: 1.7; IL2 activator: -5.0

Remaining list, next part:
Structure	EPAC1 ag	EPAC1 antagonist	PLK1 PBD inh	EPAC2 agonist	WRN helicase inh	PI5P4K alpha inh	CCT chaperon mod	IL2 activator
CNC(=O)Nc1cc(C)nn1C	-5%	-15%	19µM*	1%	1%	-27	3.6	-0.8
CCc1noc(C)c1C(=O)OCC(=O)NCc1ccc(Cl)cc1	8%	-8%	-5%	9%	-26%	0	0.8	-0.6
CC(C)COC(=O)C1C2C=CC3(CN(C4CCCC4)C(=O)C13)O2 (stereo not given)	-4%	-9%	-9%	0%	5%	0	0.3	0.6
Cc1ccccc1N=Cc1cc2c(cc1[N+](=O)[O-])OCO2	9%	16%	-13%	3%	-22%[57.1 µM]	-7	0.9	2.1
COc1ccc([N+](=O)[O-])cc1NC(=O)CSc1nc(C)cc(C)n1	-9%	4%	13µM*	-1%	-10%	?	-0.5	-1.9
O=C1CSc2ccc(C(=O)NCc3ccccn3)cc2N1	6%	-7%	-15%	3%	-4%	0	-1.8	0.0
Cn1cc(C(=O)Nc2ccc(C#N)cc2)c2ccccc2c1=O	4%	11%	-3%	3%	-13%[57.1 µM]	-1	-5.1	0.8
COCOCCn1cc(CN2CCS(=O)(=O)N(Cc3ccc(-c4ccc(Cl)c(Cl)c4)cc3)C(C(C)C)C2=O)nn1 (stereo not given)	-3%	-8%	-2%	-1%	-5%	28	-1.6	-4.0
Cc1ccc(NS(=O)(=O)c2cc(NC(=O)c3cc(=O)[nH]c(=O)[nH]3)ccc2Cl)c(C)c1	-10%	6%	-19%	7%	-2%	-20	0.3	0.4
O=Cc1c(NCc2ccc(Cl)cc2)c2ccccc2[nH]c1=O	6%	-9%	-4%	8%	-3%	-3	0.1	0.1
O=C(c1ccc2c(c1)CCN2S(=O)(=O)c1ccccc1)N1CCN(c2ccc(F)cc2)CC1	1%	0%	-14%	20%	-7%	-1	-0.8	-4.5
Cc1ccc(C)c(N(C(=O)CNC(=O)c2ccco2)C(C(=O)NC2CCCCC2)c2ccncc2)c1 (stereo not given)	15%	3%	4%	-4%	-6%[57.1 µM]	-1	2.3	-0.2
CCCCNC(=O)C1(C)CCC(=O)N1C1CCN(Cc2ccccc2)CC1 (stereo not given)	3%	7%	-16%	6%	5%	5	-0.6	0.0
O=C(/C=C/c1ccco1)N1CCN(S(=O)(=O)c2ccc(F)c(F)c2F)CC1	-5%	-28%	-7%	12%	-2%	1	0.0	12
Cc1ccc(S(=O)(=O)N[C@@H](C)C(=O)N2CCC(C(=O)N3CCC[C@H]3C(=O)O)CC2)cc1	1%	-3%	-3%	12%	6%	3	2.7	-0.1
CCCCn1c(=O)[nH]c(=O)c2c1nc(-c1ccc(C)c([N+](=O)[O-])c1)n2CC	-3%	-8%	3%	-4%	2%[57.1 µM]	8	1.0	-5.2
CCn1c(=S)[nH]c2cc(C(=O)OC)ccc2c1=O	5%	-3%	2%	7%	-6%	0	2.4	3.0
Cc1ccc(S(=O)(=O)N2CCCCC2)cc1NC(=O)COC(=O)Cc1cccc(C(F)(F)F)c1	-8%	?	-10%	14%	-4%	-4	-2.5	-5.5
CN(C)c1ccc(NC(=O)CSc2nnc(-c3ccco3)c(-c3ccco3)n2)cc1	4%	-5%	-17%	3%	-19%	-15	-2.6	-0.7
O=C(NCc1ccccc1Cl)c1[nH]c(C(F)(F)F)nc1-c1ccccc1	2%	-6%	1%	11%	-6%	1	0.1	0.3
CCOc1ccc(S(=O)(=O)n2cc(F)c(=O)[nH]c2=O)cc1	2%	0%	-10%	8%	-3%	-2	-1.7	1.0
CN(C)c1ccc(NC(=O)c2cccc(N3C(=O)CCC3=O)c2)cc1	-3%	8%	-10%	2%	-3%	·	-1.2	1.1
CC1=NN(c2ccccc2)C(=O)C1(C)[N+](=O)[O-] (stereo not given)	2%	-2%	-10%	10%	30%	5	-0.2	-0.6
COC(=O)c1cc(NC(=O)CN2CCN(C(C)=O)CC2)cc(C(=O)OC)c1	2%	-3%	-8%	12%	1%	0	1.6	0.8
Cc1cc(C(=O)N/N=C/c2cccc([N+](=O)[O-])c2)c2ccccc2n1	5%	13%	6%	-5%	-16%[57.1 µM]	2	0.6	-0.5
CCCCN(C(=O)c1cccc(-n2cnnn2)c1)c1c(N)n(CCCC)c(=O)[nH]c1=O	12%	4%	6%	0%	-1%	9	-1.1	-1.0
Cc1ccc(CCN2CC(C(=O)NC3CCC(C)CC3)CC2=O)cc1 (stereo not given)	0%	8%	-4%	6%	1%	7	-1.2	0.8
COc1ccc(C(=O)NC(=S)Nc2ccccc2F)cc1	-1%	-12%	-15%	10%	-3%	8	-1.0	-0.7
Cn1c(=O)c2c(nc(SCC(=O)NC3CCCC3)n2C)n(C)c1=O	13%	1%	-11%	7%	1%	3	-1.2	-3.3
Cc1cccc(N2CCN(C(=O)[C@H](C)N3C(=O)C4CC=CCC4C3=O)CC2)c1C (stereo not given in full)	-1%	-2%	-7%	-13%	0%	10	-0.3	0.2
OC(CNCc1cccs1)c1ccccc1 (stereo not given)	1%	-9%	3%	0%	-2%	1	-0.7	-0.7
CN1CCc2c(sc3nc(NCCO)n(-c4cccc(Cl)c4)c(=O)c23)C1	11%	15%	4%	3%	1%[57.1 µM]	4	-1.1	2.5
COc1cccc2c1Oc1ncccc1N(C(=O)CCC(=O)NCc1ccccc1F)C2	8%	-2%	-5%	12%	-7%	0	-1.2	0.0
O=C(NCc1cccnc1)C1CCN(S(=O)(=O)c2cc(Cl)ccc2Cl)CC1	7%	-4%	-9%	8%	-17%	0	-1.6	-0.3
COc1cc2[nH]c(=O)c(C(=O)NCCCN3CCCCC3)c(O)c2cc1OC	3%	-7%	-4%	-8%	2%	-1	-3.2	-0.4
Cc1cc(NC(=O)CSc2nc(C(C)C)nc3c2c(=O)n(C)c(=O)n3C)no1	2%	8%	-5%	8%	5%	6	-2.5	-2.5
NC(=O)c1ccccc1NC(=O)c1cccc(C(=O)Nc2ccccc2C(N)=O)n1	2%	11%	-4%	-2%	-8%	4	-0.6	-0.2
Fc1ccc(NC(=S)N2CCN(C/C=C/c3ccccc3)CC2)c(F)c1	-8%	-27%	-13%	5%	-9%	2	-1.6	-1.4
Cn1c(N)c(S(=O)(=O)N2CCN(c3ccccc3F)CC2)c(=O)n(C)c1=O	-8%	-16%	-6%	-2%	2%	2	0.7	3.3
Cc1ccc(Nc2c([N+](=O)[O-])c(=O)n(C)c3ccccc23)cc1C	14%	7%	-4%	8%	-10%	·	-0.6	1.0
COc1ccc2oc(C(=O)OCC(=O)Nc3ccc(OC)c(S(N)(=O)=O)c3)c(C)c2c1	2%	0%	-5%	14%	-9%	-17	3.1	0.1
N#C/C(=C\c1c(N2CCCCC2)nc2ccccn2c1=O)C(=O)NC1CCS(=O)(=O)C1 (stereo not given)	-11%	11%	5%	-3%	-14%[57.1 µM]	-1	-2.5	0.2
Cc1ccccc1N1CCN(CC(=O)NCc2ccc(Cl)cc2)CC1	2%	1%	-3%	11%	-7%	-7	1.1	-0.2
COC(=O)c1cc(S(=O)(=O)N2CCN(c3cccc(C)c3C)CC2)c[nH]1	-13%	-20%	-13%	22%	-6%	-2	-0.8	-2.3
NC(=O)c1sc(-c2ccsc2)cc1NS(=O)(=O)c1ccc(C(F)(F)F)cc1	-11%	-5%	?	-4%	-1%	-9	3.0	-3.4
CCOc1ccc(-c2cc(C(=O)OC)nc3c2c(=O)n(C)c(=O)n3C)cc1	7%	4%	-11%	-7%	6%	6	-1.2	0.6
CC(C)C[C@@H](CN1CCC[C@@H]1CN1C(=O)C(=O)NC[C@@H]1Cc1ccccc1)N1C[C@H](Cc2ccccc2)N(CC2CCCCCC2)C(=O)C1=O	1%	-7%	-2%	-12%	1%	-26	-2.7	-0.3
CCN(CC)S(=O)(=O)c1ccc(N2CCCC2)c(NC(=O)c2ccc([N+](=O)[O-])o2)c1	1%	-2%	-10%	0%	-28%	-27	-3.1	-0.7
COc1ccc(/C=C/C(=O)N(C(C)C)C(C)C)cc1Br	4%	4%	-1%	-6%	1%	·	-1.4	-4.0
COc1cccc(/C=C(\C#N)C(=O)NC2CCS(=O)(=O)C2)c1 (stereo not given)	-5%	7%	-14%	3%	-6%[11.6 µM]	-2	-0.3	-2.6
